# GLP1R inv ag = GLP-1 receptor (human) inverse agonism; Potency, µM (doses to about 38.3 µM), inactives show at the top dose activity change, negative = inhibition, hits mostly inhibitors; 410,000 tested, 1.6% active; HEK293 GLP-1R CRE-luciferase, luminescence, 24 h; GLP-1R form is constitutively active; note: % is set by controls: 0 for no effect and ±100 for the full control effect; nearly all actives have a fitted effect of over 55% in size
# Target sequence (P43220 whole entry, looked up): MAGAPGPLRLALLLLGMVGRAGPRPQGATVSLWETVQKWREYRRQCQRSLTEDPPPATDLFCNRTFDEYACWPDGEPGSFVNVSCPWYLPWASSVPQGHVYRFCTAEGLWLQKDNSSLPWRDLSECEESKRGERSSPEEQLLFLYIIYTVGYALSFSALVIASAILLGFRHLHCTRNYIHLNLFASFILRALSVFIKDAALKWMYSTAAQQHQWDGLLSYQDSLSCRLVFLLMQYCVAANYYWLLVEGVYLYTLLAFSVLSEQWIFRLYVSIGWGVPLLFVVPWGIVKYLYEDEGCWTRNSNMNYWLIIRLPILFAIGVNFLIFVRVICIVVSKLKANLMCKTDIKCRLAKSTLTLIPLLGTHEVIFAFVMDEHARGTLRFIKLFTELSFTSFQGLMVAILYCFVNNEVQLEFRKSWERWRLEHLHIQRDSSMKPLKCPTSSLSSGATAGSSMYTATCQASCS
#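 Inverse agonism was detected as reduced cAMP-driven luciferase luminescence after 24 h compound treatment. The cells were HEK293 clones expressing constitutively active human GLP-1R with the reporter. Reporter-only and GPR119 cell lines served as counterscreen controls.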
# PTHR1 agonist = activates the human parathyroid hormone receptor PTHR1; Q03431; HEK293 GP2 PTHR1 cells, GloSensor cAMP luminescence, 1 h; Potency, µM (series often up to 115 µM), for the others: at the top dose activation, actives largely listed as activators; 410,000 tested, 0.075% active; note: nearly all actives have a fitted effect of over 55% in size; some results filed as inactive show a strong effect at the top dose; inactives centre near -15; many of its hits are not listed in these tables
# Target sequence (Q03431 whole entry, looked up): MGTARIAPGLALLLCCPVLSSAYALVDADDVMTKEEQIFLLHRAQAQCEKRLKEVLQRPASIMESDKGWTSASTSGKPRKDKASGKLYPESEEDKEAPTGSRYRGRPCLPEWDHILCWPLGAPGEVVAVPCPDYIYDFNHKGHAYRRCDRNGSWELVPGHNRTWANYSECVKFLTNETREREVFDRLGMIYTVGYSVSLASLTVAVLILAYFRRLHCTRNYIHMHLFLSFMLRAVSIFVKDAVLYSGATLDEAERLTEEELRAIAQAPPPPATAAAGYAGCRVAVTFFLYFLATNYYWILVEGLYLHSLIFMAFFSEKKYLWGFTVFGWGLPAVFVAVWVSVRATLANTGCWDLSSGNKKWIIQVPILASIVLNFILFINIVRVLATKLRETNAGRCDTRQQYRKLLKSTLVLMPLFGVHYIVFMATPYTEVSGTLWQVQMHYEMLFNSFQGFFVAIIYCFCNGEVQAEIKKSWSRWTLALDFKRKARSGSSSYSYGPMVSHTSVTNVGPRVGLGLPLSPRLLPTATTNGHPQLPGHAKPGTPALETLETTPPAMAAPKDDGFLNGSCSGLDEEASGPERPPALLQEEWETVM
#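 HEK-293-derived GP2 cells expressing PTHR1 and a GloSensor cAMP reporter, 3,000/well, plated overnight, given luciferin plus IBMX (each 0.5 mM as added) for 1 h at 37 °C, then compound for 1 h at 37 °C. Luminescence was read after 15 min at room temperature.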
# HEK293 tox = cytotoxicity in counter-screen for GLP-1R inverse agonists | AID 624418 | Potency, µM (highest dose often 38.3 µM), inactives show at the highest dose activity change, negative = inhibition, hits mostly inhibitors | HEK293 cAMP-luciferase reporter cells, luminescence, 24 h | 410,000 tested, 0.13% active;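 note: loss of luciferase light is scored as toxicity; % is set by controls: 0 for no effect and ±100 for the full control effect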
#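 Step one: seed cells (200 cells/uL, DMEM with 10% Nu serum, 1% pen-strep). Step two: 12-hour incubation at 37 deg C. Step three: pin 23 nL compound, incubate 24 hr. Step four: add luciferase reagent, read luminescence 12 min later.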
# * hit, by the source's call; i = inactive; u = inconclusive; [ ] = another dose, or the depositor's remark. Calls come from the whole dose curve; as a rule, active = well fitted curve in the direction sought with a large enough effect; inconclusive = small, poorly fitted or top-dose-only effect, or another doubt; inactive = no such curve, though single readings can be large; an effect the other way counts as inactive or inconclusive. Potency is the fitted concentration of half-maximal effect. An excerpt, so the mix of outcomes need not match the whole.
# Each structure is followed by: GLP1R inv ag, PTHR1 agonist, HEK293 tox
- CSc1ncc(C(=O)Nc2ccccc2C(=O)c2ccccc2)c(C(F)(F)F)n1
→ u, i, 22%
- CCCCC1CCC(C(=O)N2CC(=O)Nc3ccc(Br)cc3C2c2ccc(F)cc2)CC1 (centres undefined)
→ u, -84%, 2%
- CCN(Cc1ccccc1)c1ncnc2c1cnn2-c1ccc(F)cc1
→ u, -35%[inhibitor], 0%
- CCCCOc1ccccc1C1CC(=O)Nc2ccc3ccccc3c21 (centres undefined)
→ u, -41%[inhibitor], -23%
- COc1cc(-c2nc3sccn3c2Nc2cccc(C)c2)ccc1O
→ 13%, i, -2%
- CCCCNS(=O)(=O)c1ccc2nc(NC(=O)c3cccnc3)sc2c1
→ -8%, -19%, -4%
- COc1cc(C)ccc1OCCSc1nc2ccc(NC(=O)c3ccco3)cc2s1
→ u, i, 4%
- CC(C)NC(=O)CN1C(=O)c2cccnc2Sc2ccccc21
→ 1%, i, 4%
- COc1ccc(-n2c(SCC(=O)Nc3cccc(C)c3C)nc3c([nH]c4ccccc43)c2=O)cc1
→ 7%, 18%, 5%
- Fc1ccc(-n2ncc3c(Nc4cccc(Cl)c4)ncnc32)cc1
→ u, -9%, -1%
- CC(NC(=O)c1ccc(CSc2nc3ccncc3n2Cc2ccc(F)cc2)cc1)c1ccccc1 (centres undefined)
→ u, -12%, 4%
- COc1ccc(-c2noc(-c3nnn(-c4ccc(C(C)C)cc4)c3C)n2)cc1OC
→ 8%, -2%, 0%
- CN(C(=O)c1ccc2c(c1)N(Cc1cccc(Cl)c1)C(=O)c1ccccc1S2=O)C1CCCCC1 (centres undefined)
→ u, -39%[inhibitor], -10%
- Cc1ccc(NC2=C(c3ccc(C(F)(F)F)cc3)C(=O)c3ccccc32)cc1C
→ 18%, -25%, 2%
- CCOc1ccccc1NC(=O)c1c(NCc2cccs2)sc2c1CCC(C)C2 (centres undefined)
→ -25%, -1%, 0%
- CCOc1ccccc1CNC(=O)c1cn(-c2ccc(OC)cc2)c(=O)c2ccccc12
→ -7%, 20%, 13%
- CCOC(=O)c1cnc2ccc(OCC)cc2c1Nc1cc(Cl)c(OC)cc1OC
→ 8%, -29%, 2%
- COc1ccccc1N1CCN(C2C(=O)c3ccccc3N2C(C)=O)CC1 (centres undefined)
→ -10%, -8%, 1%
- COc1ccc(S(=O)(=O)NCCc2csc3nc(-c4ccc(Cl)cc4)nn23)cc1C
→ -3%, -20%, 2%
- COc1cccc(NC(=O)Cn2c(=O)n(-c3ccc(Cl)cc3)c(=O)c3oc4ccccc4c32)c1
→ 1%, 29%, -4%
- COc1ccc(-c2nc3scc(CCNS(=O)(=O)c4ccc(C)cc4)n3n2)cc1
→ -64%, -18%, -31%
- CCc1ccc(NS(=O)(=O)c2ccc3[nH]cc(C(=O)NC4CCCC4)c(=O)c3c2)cc1
→ u, 13%, -29%
- CCCOc1ccc(CNC(=O)C2CCCN(c3nc4c(C)cc(C)cc4s3)C2)cc1 (centres undefined)
→ 8%, i, 7%
- CCCCN(CC)CCCNC(=O)CS(=O)(=O)Cc1nc(-c2ccc(C)cc2)oc1C
→ u, i, 4%
- COc1ccc(NC(=O)c2ccco2)cc1NC(=O)COc1ccc(Cl)c(C)c1
→ -27%, -44%[inhibitor], -23%
- COC(=O)c1cnc(NCc2ccc(F)cc2)c2ccccc12
→ u, -63%[inhibitor], -3%
- O=C(c1cnn(-c2cccc(F)c2)c1-n1cccc1)N1CCN(c2ccccc2F)CC1
→ 5%, -29%, 0%
- CCOC(=O)c1ccc(NC(=O)CC2Nc3cccc4cccc(c34)NC2=O)cc1 (centres undefined)
→ u, -13%, -20%
- CCOc1ccc(CCNC(=O)c2ccc(CS(=O)(=O)c3ccccc3C)o2)cc1OCC
→ -36%, -20%, 1%
- COc1ccc(CNC(=O)c2ccc(Sc3ccc(Cl)cc3)c(NC(C)=O)c2)c(OC)c1
→ u, -67%[inhibitor], 0%
- Nc1c(C(=O)Nc2ccc(Cl)c(C(F)(F)F)c2)sc2nc(-c3ccncc3)ccc12
→ 3%, -29%, 6%
- COc1ccc(NC(=O)CSc2oc(-c3ccc(F)cc3)nc2S(=O)(=O)c2ccc(C)cc2)c(OC)c1
→ 19%, -6%, 9%
- CCOC(=O)c1ccc(NC(=O)c2c(NCc3cccs3)sc3c2CCCC3)cc1
→ u, -22%, -26%
- Cc1ccc(S(=O)(=O)N2CCCC(c3nc4c(nnn4Cc4ccc(OC(F)(F)F)cc4)c(=O)[nH]3)C2)cc1 (centres undefined)
→ 5%, i, 14%
- COc1ccc(OCC(O)Cn2c(NCCO)nc3c2c(=O)n(C)c(=O)n3C)cc1 (centres undefined)
→ -19%, -92%[inhibitor], 4%
- Cc1cc(C)cc(NC(=O)Cn2nnc(-c3ccccc3F)n2)c1
→ -17%, 10%, -7%
- Cc1cc(C)c(NC(=O)C(C)n2nc(C)c3sc4ccccc4c3c2=O)c(C)c1 (centres undefined)
→ -11%, -21%, 2%
- CCCCOc1ccc(Cn2c(=O)oc3ccc(C)cc32)cc1OC
→ 8%, i, -13%
- Cc1ccc(S(=O)(=O)c2cc3cc(C(=O)Nc4ccc(C)cc4C)ccc3oc2=O)cc1
→ 10%, i, 25%
- O=C(CCS(=O)(=O)c1cccc2nonc12)Nc1c(F)cccc1F
→ 15%, -11%, 6%
- CCOc1cc(CNC(=O)NC2COc3ccccc3C2)cc(OCC)c1OCC (centres undefined)
→ -3%, 7%, -2%
- Cc1nc2cccnc2n1-c1cccc(C(=O)N2CCN(c3ccc(Cl)cc3)CC2)c1
→ -16%, -94%[inhibitor], -4%
- Cc1ccccc1-c1noc(CCC(=O)Nc2cccc(C)c2C)n1
→ 0%, i, 0%
- CSc1cccc(NC(=O)c2cc3c(COC(C)=O)cnc(C)c3oc2=O)c1
→ 9%, -23%, 11%
- CCOc1ccc(C(=O)N2CCC(c3ccncc3)CC2)cc1
→ 5%, -26%, 5%
- O=C(NC1CC(=O)N(c2ccc(F)cc2)C1)c1ccc(S(=O)(=O)N2CCCC2)cc1 (centres undefined)
→ 4%, i, 4%
- Cc1cccc(N2CCN(C(=O)c3cc4ccc5cccnc5c4[nH]3)CC2C)c1 (centres undefined)
→ u, -35%[inhibitor], -10%
- CCN(C(=O)Cn1c(SCc2ccccc2F)nc2cccnc21)c1ccccc1
→ 29%, 18%, 10%
- CC(=O)c1ccc(NC(=O)c2nn(C)c3c2CS(=O)(=O)c2ccccc2-3)cc1
→ 2%, -25%, -5%
- O=C(NCc1ccccc1Cl)c1cc2ccccc2o1
→ -30%, -11%, -10%
- COc1ccc(C(CNC(=O)c2oc3ccccc3c2C)N2CCCCC2)cc1 (centres undefined)
→ u, i, -12%
- COc1cccc(C2Nc3ccccc3-c3nnc(SCc4ccccc4)nc3O2)c1OC (centres undefined)
→ 9%, -20%, -9%
- COc1cccc(CNC(=O)CCc2c(C)c3cc4c(C)c(C)oc4cc3oc2=O)c1
→ -1%, 2%, 12%
- COc1ccccc1C(=O)N1CCN(Cc2cc(=O)oc3cc(C)ccc23)CC1
→ 7%, i, -21%
- CC(=O)Nc1ccc(C)cc1-c1nc2ccccc2n(CC(=O)Nc2cc(Cl)ccc2C)c1=O
→ 2%, -16%, 2%
- CCOC(=O)C1CCCN(C(=O)c2ccc(NC(=O)c3nsc4ccccc34)cc2)C1 (centres undefined)
→ 16%, -75%[inhibitor], 0%
- Cc1cc(Cl)ccc1NS(=O)(=O)c1ccc2c(c1)CCN2S(C)(=O)=O
→ -10%, -18%, -3%
- O=C(Cn1ncc2c3ccccc3n(Cc3ccccc3)c2c1=O)NCCc1ccc(Cl)cc1
→ 10%, i, 2%
- CCOc1ccc(CN2CCc3nc(Nc4ccc5c(c4)OCCO5)ncc3C2)cc1
→ 9%, 16%, 0%
- CCOc1ccc(NC(=O)C2CCCN(c3nnc(C)c4c(C)n(-c5ccccc5)nc34)C2)cc1 (centres undefined)
→ 21%, i, 0%

# (listing goes on)
# Each structure is followed by: GLP1R inv ag, PTHR1 agonist, HEK293 tox
- Cc1ccc(NC(=O)Cn2c(=O)n(-c3ccc(C)cc3)c(=O)c3c2cnn3C)cc1
→ 14%, i, -7%
- CCC1(C)Cc2c(sc3nc(SC)n(-c4ccc(C)cc4)c(=O)c23)CO1 (centres undefined)
→ 8%, -17%, 0%
- CCc1cnc2c(c1SCc1cc(OC)cc(OC)c1)c(=O)n(C)c(=O)n2C
→ 19%, -12%, 2%
- O=C(Nc1ccccc1C(=O)OCc1cc(=O)n2c3c(sc2n1)CCCC3)c1cccc(Cl)c1
→ 11%, i, 24%
- Cc1ccc(-n2nc(C)c3c(C)cc(=O)n(CC(=O)Nc4cc(Cl)ccc4C)c32)cc1
→ 11%, u, 7%
- Cc1ccc(Nc2c(-c3ccc(C)cc3)nc3ccc(C)cn23)cc1
→ 15%, -19%, -9%
- Cc1ccc(Cl)cc1N1CCN(C(=O)c2noc3c2CCCC3)CC1
→ u, -76%[inhibitor], 9%
- COc1ccc(NC(=O)CSCc2cnn(-c3ccccc3)c2-n2cccc2)cc1
→ u, i, -16%
- O=C(NCc1ccccc1Cl)c1ccc(Cn2c(SCc3ccccc3)nc3cccnc32)cc1
→ -14%, i, -8%
- Cc1nn(-c2nc(-c3ccc(F)cc3)cc(C(F)(F)F)n2)c(C)c1Cl
→ u, -50%[inhibitor], 10%
- Cc1ccc(NS(=O)(=O)c2ccc3[nH]c4c(c3c2)CCCCC4)cc1
→ 11µM*, i, u
- CCc1ccc(-c2nc3c(c(SCc4ccccc4)n2)Cc2c(CO)cnc(C)c2O3)cc1
→ 3%, u, -6%
- Cc1cccc2c(=O)cc(CSc3ccccc3NC(=O)C(C)C)[nH]c12
→ 5%, -25%, 11%
- CCc1ccc(CNC(=O)c2ccc3nc(SCc4ccc(F)cc4)n(C)c3c2)cc1
→ u, -65%[inhibitor], 0%
- Cc1ccc2occ(CC(=O)Nc3nnc(C(C)C)s3)c2c1
→ 0%, i, 3%
- Cc1ccc(CNC(=O)c2ccc(CSCc3c(F)cccc3Cl)o2)cc1
→ u, -1%, -6%
- COc1ccc(CNC(=O)c2ccc(NC(=O)N3CCSc4ncccc43)cc2)cc1OC
→ 6%, i, 5%
- Cn1c(=O)c2c(-c3ccccc3)n3c(c2n(C)c1=O)C(c1ccccc1[N+](=O)[O-])Nc1ccccc1-3 (centres undefined)
→ 5%, -16%, -11%
- Cn1c(SCc2cc(=O)c3cc(Cl)ccc3[nH]2)nnc1-c1ccccc1
→ 1%, -36%, 3%
- COc1cccc(-c2nc(SCC(=O)NCC3CCCO3)c(-c3ccc(C)cc3)[nH]2)c1 (centres undefined)
→ u, -23%, -7%
- O=c1c2oc3ccccc3c2n(Cc2ccc(Cl)cc2)c(=O)n1Cc1ccccc1
→ 5%, -17%, -6%
- CC(=O)N1CCCc2cc(S(=O)(=O)N3CCC(C(=O)N(C)C4CCCCC4)CC3)ccc21
→ 5%, i, -4%
- CCN(CCCNC(=O)c1ccc(Sc2ccc(Cl)cc2)c(NC(C)=O)c1)c1ccccc1
→ 10µM*, -29%, -9%
- Cc1ccc(Cl)cc1NC(=O)c1oc2ccc(S(=O)(=O)N3CCCCCC3)cc2c1C
→ 4%, i, -6%
- Cc1ccc(NC(=O)CCS(=O)(=O)c2ccc3nc(C)sc3c2)c(C)c1
→ 0%, u, -5%
- Cc1ccccc1CNC(=O)C(=O)NCC(c1cccs1)S(=O)(=O)c1cccs1 (centres undefined)
→ u, i, -7%
- O=C(Nc1ccc(N2CCN(c3ccc(F)cc3)CC2)c(C(=O)O)c1)c1ccccc1F
→ 7%, -2%, 4%
- CCc1ccc(NC(=O)CSc2nc(-c3ccccc3Cl)nc3c2Cc2c(CO)cnc(C)c2O3)cc1
→ -5%, 14%, -6%
- CCS(=O)(=O)N1CCc2cc(C(=O)Nc3cccc(C(C)=O)c3)ccc21
→ 6%, i, -2%

# Source: PubChem
